D1 antag: human D1 dopamine receptor antagonism; P21728; activity change, negative = inhibition, % at 10 µM; 3.2% of 360,000 active; HEK293 TREx D1 cells, calcium flux, dopamine EC80; active compounds read low; AID 504652; in the data active = activity change below about -30%; also: % is scaled to controls: 0 for no effect and ±100 for the full control effect
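Kinetic fluorescence of a calcium dye serves as the read-out. D1-expressing Hek293 Trex cells, induced overnight at 30 C, are exposed to compound for 180 s before an EC80 dopamine addition, then read 180 s further.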
RXFP1 antag: antagonists of human relaxin receptor RXFP1 | activity change, negative = inhibition, % at 57.5 µM | 0.59% of 350,000 active | HEK293-RXFP1, relaxin-stimulated cAMP HTRF, 30 min; active compounds read low;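 active = activity change of -60% or lower, but not beyond a set lower limit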; also: % is scaled to controls: 0 for no effect and ±100 for the full control effect
TRHR ag: activates the human TRH receptor. TRHR cells, calcium flux fluo-8, FDSS agonist mode. activation, % at 2 µM. 0.18% of 360,000 active. AID 493084; also: 0% is about no effect
Target sequence (P34981 whole entry, looked up): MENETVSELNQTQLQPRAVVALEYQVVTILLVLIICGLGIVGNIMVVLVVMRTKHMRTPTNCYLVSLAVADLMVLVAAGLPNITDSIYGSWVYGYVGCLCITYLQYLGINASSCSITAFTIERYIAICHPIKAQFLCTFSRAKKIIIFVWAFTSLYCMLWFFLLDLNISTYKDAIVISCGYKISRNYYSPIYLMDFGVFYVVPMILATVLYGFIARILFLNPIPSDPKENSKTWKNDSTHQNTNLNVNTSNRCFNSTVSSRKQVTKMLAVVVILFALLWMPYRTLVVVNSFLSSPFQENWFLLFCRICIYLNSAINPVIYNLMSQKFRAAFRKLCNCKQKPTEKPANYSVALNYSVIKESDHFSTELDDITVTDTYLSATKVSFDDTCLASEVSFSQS
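TRHR-expressing cells, plated overnight in medium with 10% serum, were loaded with fluo-8 calcium dye at room temperature. After a 10 s baseline, library compound was pin-added and calcium release was recorded kinetically (ex 480/em 530) as agonist response.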
D1 potentiator: human D1 dopamine receptor positive modulation. HEK293 TREx D1 cells, calcium flux, dopamine EC20 potentiation. potentiation, % at 10 µM. 0.036% of 360,000 active. AID 504651; in the data active = potentiation above about 30%; also: 0% is about no effect
D2 antagonist: antagonizes the human D2 dopamine receptor; inhibition, % at 10 µM; 2% of 340,000 active; HEK293 TREx D2 cells, calcium flux, dopamine EC80; P14416; in the data active = inhibition above about 30%; also: 0% is about no effect
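Dopamine at EC80 is the agonist stimulus; test compounds precede it by 180 s. Calcium flux read kinetically in a force-coupled, inducible HEK293 T-REx D2 cell line.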
D2 potentiator: D2 dopamine receptor (human) potentiation | P14416 | HEK293 T-REx D2, calcium flux, EC20 dopamine potentiation | potentiation, % at 10 µM | 0.34% of 340,000 active;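 active = potentiation over 3 SD above the plate norm, cut at about 30% in these data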; also: 0% is about no effect
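Tetracycline-induced Hek293 Trex D2 cells, force-coupled to calcium, loaded with no-wash calcium dye. Compound added with 180 s kinetic read for agonism, then EC20 dopamine and a further 180 s read for potentiation.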
D2 ag: D2 dopamine receptor (human) agonism; 0.53% of 340,000 active; AID 485358; activation, % at 2 µM; HEK293 T-REx D2 cells, calcium flux agonist mode; P14416;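 active = activation over 3 SD above normal in the single-dose calcium agonist read, cut at about 30% in these data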; also: 0% is about no effect
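Tetracycline-induced HEK293 Trex cells with D2 receptor force-coupled to calcium signaling, plated overnight at 30 C and loaded with no-wash calcium dye. Calcium flux read kinetically for 180 s after compound addition; responses flag agonists.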
D1 agonist: agonists of human D1 dopamine receptor; P21728; HEK293 T-REx D1 cells, calcium flux, agonist mode; activation, % at 2 µM; 1% of 360,000 active; AID 504660; also: 0% is about no effect
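Tetracycline-induced HEK293 TREx D1 cells, force-coupled to calcium signalling, were dye-loaded with a no-wash calcium kit. Compound was pin-added after a 10 s baseline. Fluorescence was read kinetically at 1 cycle/s for 180 s, with calcium rises flagged as agonism.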
TRHR enhancer: allosterically enhances the human TRH receptor; P34981; TRHR cells, fluo-8 calcium fluorescence, EC20 TRH enhancement; enhancement, % at 2 µM; 0.66% of 360,000 active; AID 493056; in the data active = enhancement above about 30%; also: 0% is about no effect
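Enhancer read-out: after compound pinning and an initial kinetic agonist-mode read, an EC20 of TRH (10 nM final) was injected and fluo-8 calcium signal (Ex 480/Em 530) followed at 1 s/cycle for 100 cycles in TRHR-expressing cells.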
* = called active by the depositor; . = not tested or not shown; & = joins results of further samples. Rule as the data show it, unless noted: active = activation above about 30%; inactive = the rest.

Results follow in this order: D1 agonist, RXFP1 antag, D1 antag, D2 ag, TRHR ag, TRHR enhancer, D2 potentiator, D1 potentiator, D2 antagonist
> CC(C)(C)NC(=O)CN(C(=O)CS(=O)CC(=O)Nc1ccc(F)cc1)c1ccc(Cl)cc1 (stereo unspecified)
  2, -26, -10, 0.3, -0.4, 1, -8, -4, 6
> Cc1nn(C)c(C(=O)NC(=S)Nc2ccc([N+](=O)[O-])cc2)c1Cl
  9, -12, 7, 1.1, 0.5, -3, 7, -7, 6
> Cc1cc[n+](-c2[nH]c(=O)sc2/C=N/N=C(\[O-])c2ccncc2)cc1
  2, 0, -5, 1.1, 0.5, 10, -7, 0, -7
> COc1cc2c(c(OC)c1OC)C(=O)CC2
  3, -4, -6, 0.3, 0.6, 0, -6, -3, 5
> CC(=O)c1cccc(NS(=O)(=O)c2c(C(=O)N3CCCCCC3)c(C)n(C)c2C)c1
  2, -4, 1, 1.7, 0.0, -3, -6, -6, .
> Fc1ccc(COc2ccc(Br)cc2CNCc2ccncc2)cc1
  -1, -17, -18, -0.5, -0.1, 11, -7, -9, 6
> COc1ccc(N(CC(=O)N2CCOCC2)S(=O)(=O)c2ccccc2)cc1Cl
  1, -3, 6, 0.2, 0.5, 1, 0, -8, 6
> COc1ccc(NC(=S)N2CCN(S(=O)(=O)c3ccc(F)cc3)CC2)cc1OC
  0, -5, -4, 0.7, 0.8, 3, -11, -2, 0
> COc1ccc(/C=C/C(=O)Oc2cc(O)cc(O)c2)cc1
  6, -21, -14, -1.5, 1.0, -3, -3, -3, -16
> Cc1ccnc(NC(=O)c2ccc(NC(=O)CC3SC(N4CCCC4)=NC3=O)cc2)c1 (stereo unspecified)
  1, 14, -18, ., -0.1, 5, ., -3, .

Single entries from the entries so far:
`COc1ccc(/C=C/C(=O)Oc2cc(O)cc(O)c2)cc1` in TRHR enhancer has -3
`COc1cc2c(c(OC)c1OC)C(=O)CC2` in TRHR ag has 0.6

Remaining list, next part.
Results follow in this order: D1 agonist, RXFP1 antag, D1 antag, D2 ag, TRHR ag, TRHR enhancer, D2 potentiator, D1 potentiator, D2 antagonist
> CCOc1ccccc1N1C(=O)CC(N(O)c2ccccc2)C1=O (stereo unspecified)
  2, ., -6, 0.8, 0.7, 4, 27, ., -13
> Cc1ccccc1CC(=O)Nc1ccc(C(=O)N2CCCC2)cc1
  2, 1, -9, -0.2, -0.1, -5, 8, -4, 8
> Cc1nc(N2CCN(c3ccccc3O)CC2)c2c(-c3ccccc3)csc2n1
  1, -5, 13, 0.6, -0.4, 3, 2, 2, 7
> CC/C(=N\NC(=O)Nc1nonc1N)c1ccc(OC)c(OC)c1
  -1, 13, 8, 0.2, -0.4, 11, 3, -2, 4
> CCC(C)c1ccccc1N1CC(C(=O)N2CCN(C(=O)c3ccco3)CC2)CC1=O (stereo unspecified)
  4, -1, 19, 0.2, 0.9, 0, -10, ., 12
> COCCNC(=O)CN(C(=O)CCC(=O)Nc1ccccn1)c1cc(C)ccc1C
  6, 0, 2, 0.0, 0.1, 2, -10, 6, 9
> COc1ccc(C(=O)O)cc1NCc1ccc(C)s1
  1, -6, -12, 1.3, 0.5, 17, 0, -4, -8
> CCn1c(=O)cc(OCC(=O)N2CCN(c3ccc(F)cc3)CC2)c2ccccc21
  -1&0, -16, 4&-9, -0.1&0.3, -0.6&-0.6, 5&20, 3, 1&0, 10
> Cc1ccc(-c2nnc(Nc3ccc(O)cc3)c3ccccc23)cc1S(=O)(=O)NCc1nc2ccccc2[nH]1
  3, -4, 11, ., 0.0, 1, 18, 0, .
> Cc1oc(-c2ccccc2)nc1CSc1nc2c(c(=O)[nH]1)CCC2
  -3, ., 23, -0.3, -0.2, -5, 6, 4, 35*

The list goes on:
Results follow in this order: D1 agonist, RXFP1 antag, D1 antag, D2 ag, TRHR ag, TRHR enhancer, D2 potentiator, D1 potentiator, D2 antagonist
> CN1CCN(CCC(=O)Nc2cccc(Br)c2)CC1
  5, -12, 7, 0.4, 0.1, 2, -14, 0, 7
> COc1ccc2c(c1)C(NC(=O)C(F)(F)F)CC2=O (stereo unspecified)
  2, -6, 3, 0.8, -0.1, -2, 13, -2, -14
> CCN(CC)S(=O)(=O)c1cc(OC)c(Cl)cc1OC
  1, 3, ., -1.4, -0.7, -5, -7, -6, 3
> CC(OC(=O)Cn1nnc2ccccc21)C(=O)NC1CCCC1 (stereo unspecified)
  1, -17, 9, 0.4, 0.7, 7, 0, -6, 13
> Cc1ccc(CNC(=O)c2c(-c3ccccc3F)noc2C)o1
  -2, -16, 7, 0.4, 0.1, -1, 11, -1, .
> COC(=O)c1c(NC(=O)c2ccc(S(=O)(=O)N3CCC(C)CC3)cc2)sc2c1CCN(C)C2
  -4, -6, ., 0.8, 1.2, 8, -1, -1, .
> CCOC(=O)c1c(NC(=O)CSc2nnc(CNc3ccc(Cl)cc3)o2)sc(C)c1C
  0, -4, 67, ., 0.3, 9, ., 3, .
> COc1ccc2c(c1)-c1nc(NC(=O)c3ccccc3F)sc1CC2
  5, 10, 13, ., -0.9, 18, ., 0, .
> CCCCOC(=O)C1=C(C)Nc2ncnn2C1c1cc(OC)c(OC)cc1OC (stereo unspecified)
  2, -3, -11, -0.8, -0.3, 6, 8, 1, 12

7 neighbouring records out of the list so far:
Results follow in this order: D1 agonist, RXFP1 antag, D1 antag, D2 ag, TRHR ag, TRHR enhancer, D2 potentiator, D1 potentiator, D2 antagonist
> CCN(CC)S(=O)(=O)c1cc(OC)c(Cl)cc1OC
  1, 3, ., -1.4, -0.7, -5, -7, -6, 3
> CC(OC(=O)Cn1nnc2ccccc21)C(=O)NC1CCCC1 (stereo unspecified)
  1, -17, 9, 0.4, 0.7, 7, 0, -6, 13
> Cc1ccc(CNC(=O)c2c(-c3ccccc3F)noc2C)o1
  -2, -16, 7, 0.4, 0.1, -1, 11, -1, .
> COC(=O)c1c(NC(=O)c2ccc(S(=O)(=O)N3CCC(C)CC3)cc2)sc2c1CCN(C)C2
  -4, -6, ., 0.8, 1.2, 8, -1, -1, .
> CCOC(=O)c1c(NC(=O)CSc2nnc(CNc3ccc(Cl)cc3)o2)sc(C)c1C
  0, -4, 67, ., 0.3, 9, ., 3, .
> COc1ccc2c(c1)-c1nc(NC(=O)c3ccccc3F)sc1CC2
  5, 10, 13, ., -0.9, 18, ., 0, .
> CCCCOC(=O)C1=C(C)Nc2ncnn2C1c1cc(OC)c(OC)cc1OC (stereo unspecified)
  2, -3, -11, -0.8, -0.3, 6, 8, 1, 12

Assay outcomes: PubChem, National Center for Advancing Translational Sciences (NCATS)
